CCT chaperon mod – High-Throughput Screening for Modulators of Cytosolic Chaperonin Activity; purified chaperonin ATPase assay, HTRF ADP detection, 30 min; activity change, % (no concentration beside the values), hits read low; 360,000 compounds, 0.3% hits; AID 651819, 2012; in the data active = activity change below about -30%; also: % is scaled to controls: 0 for no effect and ±100 for the full control effect
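ATPase activity: ADP formed was measured by HTRF Transcreener (665/615 nm ratio) after 30 min at 37 deg C with 10 uM ATP. Compounds screened at one 76 uM concentration against 40 or 20 nM TRiC in Tris pH 7.4/KCl/MgCl2/DTT buffer.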
TGFb SMAD3 inh – qHTS for Inhibitors of TGF-b. HepG2 CAGA-GFP TGF-b/SMAD3 reporter, GFP fluorescence, 18 h; TGF-beta stimulated, 500 pg/mL final. Potency, µM (titrated, usually from 46.1 µM), for the others: at the top dose activity, negative = inhibition, usual class: inhibitors. 410,000 compounds, 1.2% hits; also: potency is read from the fitted curve at half-maximal effect; % is scaled to controls: 0 for no effect and ±100 for the full control effect; nearly all actives have a fitted effect of over 65% in size
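Inhibition of TGF-beta-driven CAGA-GFP reporter expression in HEPG2 cells is measured by cellular GFP fluorescence after 18 h stimulation with 500 pg/mL recombinant TGF-beta in 1% FBS medium at 37 degrees C.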
Nrf2 ARE act – qHTS of Nrf2 Activators; AREc32 ARE-luciferase reporter (MCF7-derived line), luminescence, 24 h; Potency, µM (top dose mostly 46.1 µM), for inactives: top-dose activation, usual class: activators; 410,000 compounds, 0.31% hits; also: potency is read from the fitted curve at half-maximal effect; % of control where 0% means no effect; nearly all actives have a fitted effect of over 65% in size
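Luminescent ARE reporter assay in AREc32_Fluc cells: overnight plating at 37 deg C, 24 hr compound incubation, Steady-Glo added, 30 min RT before reading.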
Mm-Cpn inhibitor – Inhibitors of TCP-1 ring complex (TRiC) of Methanococcus maripaludis (MmCpn): qHTS. purified Mm-Cpn ATPase, ADP Transcreener TR-FRET. Potency, µM (highest dose often 76.9 µM), for the others: at the highest dose activity, negative = inhibition, most hits filed as inhibitors. 330,000 compounds, 0.031% hits. AID 504842, 2011; also: potency is read from the fitted curve at half-maximal effect; % is scaled to controls: 0 for no effect and ±100 for the full control effect; nearly all actives have a fitted effect of over 80% in size
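Measured: ADP formation by purified Mm-CPN. Conditions: 25 nM protein, 10 uM ATP, Tris pH 7.4 with Mg2+, K+ and DTT, 37°C for 30 min. Detection: Transcreener HTRF after 30 min at room temperature.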
A549 tox – Nrf2 qHTS screen for inhibitors: counterscreen for cytotoxicity | 390,000 compounds, 0.16% hits | Potency, µM (highest dose often 46 µM), for inactives: top-dose activity change, negative = cytotoxicity, actives largely listed as inhibitors | A549 ARE-Fluc cells, CellTiter-Fluor viability, 18-24 h; also: potency is read from the fitted curve at half-maximal effect; % is scaled to controls: 0 for no effect and ±100 for the full control effect
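A549 ARE-Fluc cells in 5% FBS OPTI-MEM, 5000 cells/well, rested 2 h then exposed to compounds in concentration-response for 18-24 h at 37 °C. Viability by CellTiter-Fluor fluorescence (Ex 405/Em 525) after 30 min; luciferase luminescence (BugLite, 15 min, RT) read afterwards.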
Nrf2 inh – Nrf2 qHTS screen for inhibitors; Potency, µM (top dose mostly 46 µM), for the others: at the highest dose activity change, negative = inhibition, most hits filed as inhibitors; 360,000 compounds, 2.1% hits; AID 504444, 2011; A549 ARE-Fluc reporter, luciferase luminescence, 18-24 h; also: potency is read from the fitted curve at half-maximal effect; % is scaled to controls: 0 for no effect and ±100 for the full control effect; nearly all actives have a fitted effect of over 60% in size
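Two sequential reads on A549 ARE_Fluc cells exposed to compound for 18-24 h: a CellTiter-Fluor fluorescence read for viability, then a luciferase luminescence read for Nrf2/ARE activity.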
EPAC2 antagonist – qHTS for Antagonist of cAMP-regulated guanine nucleotide exchange factor 2 (EPAC2): primary screen. 360,000 compounds, 0.18% hits. Rap guanine nucleotide exchange factor 4 (Homo sapiens), Q8WZA2. EPAC2 GEF exchange of Rap1B-BODIPY-GDP, fluorescence. Potency, µM (doses to about 114 µM), without a hit: top-dose activity, negative = inhibition, hits mostly inhibitors; also: potency is read from the fitted curve at half-maximal effect; % is scaled to controls: 0 for no effect and ±100 for the full control effect; nearly all actives have a fitted effect of over 45% in size; many of its hits are not listed in these tables
Target sequence (Q8WZA2 whole entry, looked up): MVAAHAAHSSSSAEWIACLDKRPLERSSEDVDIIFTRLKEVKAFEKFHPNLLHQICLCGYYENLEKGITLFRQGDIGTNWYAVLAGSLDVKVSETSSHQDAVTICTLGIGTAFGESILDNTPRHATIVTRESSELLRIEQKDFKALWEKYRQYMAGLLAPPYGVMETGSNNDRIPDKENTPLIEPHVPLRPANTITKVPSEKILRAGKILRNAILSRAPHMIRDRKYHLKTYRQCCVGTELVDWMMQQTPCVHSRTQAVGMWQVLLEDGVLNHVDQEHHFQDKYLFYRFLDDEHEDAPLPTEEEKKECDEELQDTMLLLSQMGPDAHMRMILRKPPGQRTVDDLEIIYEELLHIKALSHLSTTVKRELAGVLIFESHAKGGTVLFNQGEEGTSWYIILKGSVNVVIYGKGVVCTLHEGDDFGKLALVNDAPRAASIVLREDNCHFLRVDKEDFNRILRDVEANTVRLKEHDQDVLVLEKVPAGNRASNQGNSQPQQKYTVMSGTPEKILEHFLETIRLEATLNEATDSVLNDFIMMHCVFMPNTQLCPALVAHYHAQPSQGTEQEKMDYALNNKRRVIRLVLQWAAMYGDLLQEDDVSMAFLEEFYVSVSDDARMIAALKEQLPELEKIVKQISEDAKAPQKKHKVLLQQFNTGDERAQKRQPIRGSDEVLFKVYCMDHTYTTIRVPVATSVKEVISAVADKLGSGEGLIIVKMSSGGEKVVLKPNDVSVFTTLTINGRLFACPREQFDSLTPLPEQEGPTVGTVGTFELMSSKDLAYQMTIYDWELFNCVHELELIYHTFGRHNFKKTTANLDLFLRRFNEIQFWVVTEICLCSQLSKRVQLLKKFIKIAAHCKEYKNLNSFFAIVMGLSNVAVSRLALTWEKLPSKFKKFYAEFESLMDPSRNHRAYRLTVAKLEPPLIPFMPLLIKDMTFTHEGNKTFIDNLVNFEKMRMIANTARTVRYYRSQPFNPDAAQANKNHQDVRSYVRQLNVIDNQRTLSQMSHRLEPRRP
pAkt inh – HTS Assay for Inhibitors of Akt Phophorylation: Primary Screen | 360,000 compounds, 0.32% hits | Neuro2A IGF-stimulated pAkt S473 HTRF, 20 min; stronger effect = lower value | AID 651550, 2012 | activity change, % for hits at 50 µM; in the data active = activity change below about -80%; inconclusive = mostly about -51% to -80%; also: % is scaled to controls: 0 for no effect and ±100 for the full control effect
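Neuro2A cells in DMEM with 0.5% FBS, overnight at 37 deg C, given compound at single 50 µM final, then IGF (6 nM final) for 20 min at 37 deg C. Lysed; phospho-Akt Ser473 by HTRF after 24 h, 665/615 ratio.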
EPAC2 agonist – qHTS for Agonist of cAMP-regulated guanine nucleotide exchange factor 4 (EPAC2): primary screen | Rap guanine nucleotide exchange factor 4 (Homo sapiens), Q8WZA2 | EPAC2 activation, biochemical qHTS; response scale: 100% = 6.5 mM cAMP response | Potency, µM (doses to about 154 µM), for the others: top-dose activation, usual class: activators | 360,000 compounds, 0.079% hits; also: potency is read from the fitted curve at half-maximal effect; nearly all actives have a fitted effect of over 50% in size
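EPAC2 (100 nM) mixed with Rap1B loaded with BODIPY-GDP (250 nM) plus 50 uM unlabeled GDP; compounds pinned in, 5 min RT, then read every 5 min for 30 min (ex 480, em 540 nm). Normalized to cAMP control.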
An asterisk follows results filed as active; i = inactive; ? = inconclusive; nt = not tested or not shown; [ ] = remark or other dose. Unless noted, calls follow the shape of the dose curve; as a rule, active = well fitted curve in the direction sought with a large enough effect; inconclusive = small, poorly fitted or top-dose-only effect, or another doubt; inactive = no such curve, though single readings can be large; an effect the other way counts as inactive or inconclusive. An excerpt. The share of hits here may be higher or lower than overall.

SMILES	CCT chaperon mod	TGFb SMAD3 inh	Nrf2 ARE act	Mm-Cpn inhibitor	A549 tox	Nrf2 inh	EPAC2 antagonist	pAkt inh	EPAC2 agonist
COc1ccc(NC2=NC(=S)N(c3ccccc3C)C23CCCCC3)cc1	0.7	13%	-0.7%	1%	-2%	-6%	9%	i	5%
Cc1ccc(S(=O)(=O)NNC(=O)c2cnn(-c3ccccc3)c2-n2cccc2)cc1	-0.4	0%	-0.7%	3%	?	-10%	1%	i	8%
Oc1[nH]c2ccccc2c1N=Nc1ccccc1	0.8	59%[activator]	12%	-2%	-7%	106%	60%[activator]	i	-84%[inhibitor]
Cc1ccc2nc(SCC(=O)NCc3ccc4c(c3)OCO4)nc(=O)n2c1	-0.9	?	-0.3%	-1%	-1%	-4%	-5%	i	6%
COc1ccc(C(C(N)=O)c2ncc(C(F)(F)F)cc2Cl)cc1 (stereo not given)	-4.3	-3%	-0.7%	0%	?	-20%	-3%	i	1%
CCc1ccccc1NC(=O)CSc1ncn[nH]1	-0.1	-1%	-0.4%	-2%	21%	4%	7%	i	7%
O=C(COC(=O)c1cc(S(=O)(=O)Nc2ccccc2Cl)ccc1O)Nc1nc2ccccc2s1	1.6	-7%	0.4%	-3%	-1%	1%	-15%	i	6%
O=C(N/N=C/c1cccs1)c1n[nH]c2c1CCC2	-2.0	-29%	-2.3%	-2%	0%	9%	5%	i	10%
CCOc1ccc(CC(=O)Nc2nccs2)cc1	-3.0	-9%	0.3%	0%	5%	?	-3%	i	-6%
O=C(CSc1ncn[nH]1)Nc1ccccc1Sc1ccccc1	0.8	2%	-0.6%	0%	10%	nt	-5%	nt	0%

Nothing new here: an excerpt of the list.
SMILES	CCT chaperon mod	TGFb SMAD3 inh	Nrf2 ARE act	Mm-Cpn inhibitor	A549 tox	Nrf2 inh	EPAC2 antagonist	pAkt inh	EPAC2 agonist
COc1ccc(NC2=NC(=S)N(c3ccccc3C)C23CCCCC3)cc1	0.7	13%	-0.7%	1%	-2%	-6%	9%	i	5%
Cc1ccc(S(=O)(=O)NNC(=O)c2cnn(-c3ccccc3)c2-n2cccc2)cc1	-0.4	0%	-0.7%	3%	?	-10%	1%	i	8%
Oc1[nH]c2ccccc2c1N=Nc1ccccc1	0.8	59%[activator]	12%	-2%	-7%	106%	60%[activator]	i	-84%[inhibitor]
Cc1ccc2nc(SCC(=O)NCc3ccc4c(c3)OCO4)nc(=O)n2c1	-0.9	?	-0.3%	-1%	-1%	-4%	-5%	i	6%
COc1ccc(C(C(N)=O)c2ncc(C(F)(F)F)cc2Cl)cc1 (stereo not given)	-4.3	-3%	-0.7%	0%	?	-20%	-3%	i	1%
CCc1ccccc1NC(=O)CSc1ncn[nH]1	-0.1	-1%	-0.4%	-2%	21%	4%	7%	i	7%
O=C(COC(=O)c1cc(S(=O)(=O)Nc2ccccc2Cl)ccc1O)Nc1nc2ccccc2s1	1.6	-7%	0.4%	-3%	-1%	1%	-15%	i	6%
O=C(N/N=C/c1cccs1)c1n[nH]c2c1CCC2	-2.0	-29%	-2.3%	-2%	0%	9%	5%	i	10%

The results go on.
SMILES	CCT chaperon mod	TGFb SMAD3 inh	Nrf2 ARE act	Mm-Cpn inhibitor	A549 tox	Nrf2 inh	EPAC2 antagonist	pAkt inh	EPAC2 agonist
NNc1ccc2nncn2n1	-3.4	-19%	8.8%	1%	13%	13%	2%	i	4%
COc1ccc(C(=O)NCC(=O)O)cc1	0.5	?	0.1%	nt	-4%	-13%	-3%	i	2%
O=C(c1cccc2cccc(O)c12)N1CCCCC1	-1.7	?	-0.6%	0%	0%	-8%	-2%	i	-2%
Cc1ccc(S(=O)(=O)Nc2ccc3c(c2)nc(CCN2CCCC2)n3C)cc1	1.2	?	?	-2%	4%	-11%	-2%	i	8%
O=C(NC(c1ccc(-c2ccccc2)cc1)c1cnccn1)C1CCN(Cc2cccc(C(F)(F)F)c2)CC1 (stereo not given)	-1.3	?	-3.0%	nt	nt	nt	-2%	i	11%
CNc1oc(-c2ccc(Cl)cc2)nc1P(=O)(c1ccccc1)c1ccccc1	-0.7	?	0.9%	-5%	?	?	-16%	i	5%
COc1ccc(C2N=C(c3ccccc3)C(C)(C)N2O)cc1OC (stereo not given)	-0.4	-11%	-0.9%	-9%	2%	nt	-1%	nt	4%
CC1(C)CC(=O)C=C(NCCN2CCNCC2)C1	-3.5	-7%	-0.3%	0%	3%	11%	5%[57.1 µM]	i	6%
COc1cc(C(=S)N2CCCCC2)ccc1O	0.8	24%	-0.1%	0%	4%	4%	-3%	i	3%
Cc1nn(C(C)(C)C)c(OC(=O)C(C)(C)C)c1Sc1ccccc1	nt	?	0.5%	nt	0%	-4%[9.27 µM]	nt	nt	nt
CC(=O)c1cccc(CN2CCN(Cc3ccccc3)C(CCO)C2)c1 (stereo not given)	-4.2	4%	-0.4%	-1%	3%	7%	-3%	i	1%
COc1ccccc1/C=C/C(=O)NCC(=O)N/N=C/c1cccnc1	-1.4	1%	-0.7%	0%	14%	0%	-4%[57.1 µM]	i	16%
COc1ccc(CN2C(=O)c3cccc4cccc2c34)cc1F	2.4	-26%	1.9%	-15%	1%	?	?	i	16%
CC(NC(N)=O)C(=O)OCC(=O)c1ccc(-c2ccccc2)cc1 (stereo not given)	0.3	-5%	-0.7%	0%	-3%	22%	-5%	i	5%
CCc1ccc(C2(O)CC(C(F)(F)F)=NN2C(=O)Cc2ccc([N+](=O)[O-])cc2)cc1 (stereo not given)	-0.9	?	2.6%	1%	-3%	15%	-15%	i	8%
O=C(O)c1cccc(S(=O)(=O)Nc2ccc(N3CCCCC3)cc2)c1	-3.9	3%	-0.4%	0%	-3%	9%	16%	i	7%
Cc1nn(-c2ccccc2)c2c1C(=O)N(c1ccccc1)C(=O)C(C)(C)C2	1.2	-4%	1.6%	-1%	7%	nt	19%	i	4%
CC(C)C(NC(=O)c1ccc(C(C)(C)C)cc1)C(=O)NCCc1ccccn1 (stereo not given)	-1.4	-6%	0.4%	0%	-6%	?	10%	i	-7%
CC(C)C(=O)Nc1ccc(-c2csc(-c3ccccc3)n2)cc1	-0.5	4%	0.2%	-1%	0%[1.84 µM]	19%	9%	i	5%
CNC(=O)Nc1nnc(C(C)(C)C)s1	-1.7	8%	-0.5%	0%	2%	0%	-6%	i	-3%
CC(=O)Nc1ccc(NC(=O)CSc2nnnn2-c2ccc(F)cc2)cc1	0.9	1%	?	0%	1%	-2%	7%	i	5%
CCN(CC)CC(=O)Nc1ccc([N+](=O)[O-])cc1	1.1	2%	1.5%	-7%	8%	29%	1%	i	11%
CCOC(=O)c1ccc(S(=O)(=O)NCCNCc2ccccc2)cc1	-0.4	-4%	-0.5%	0%	1%	-19%	0%	i	7%
O=C(NCCNC(=O)Oc1cccc2ccccc12)Oc1cccc2ccccc12	0.5	?	6.6%	nt	1%	10%	8%	i	-3%
C=CCCCCCCCCC(=O)Nc1c[nH]c(=O)[nH]c1=O	-1.9	2%	0.4%	0%	6%	-21%	5%	i	10%
CCCC(C)c1nc(C(N)=O)c2[nH]c(=O)n(-c3ccc(OC)c(OC)c3)c2n1 (stereo not given)	-0.2	13%	4.8%	1%	-6%	-7%	-9%	i	-3%
O=c1cc(O)c2sc(Nc3ccc(F)cc3)nc2[nH]1	0.1	8%	1.0%	-3%	16%	0%	4%	i	9%
Cc1c(C(=O)N2CCCCCC2)c(S(=O)(=O)NCc2ccc(Br)cc2)c(C)n1C	nt	-7%	0.2%	nt	-16%	?	nt	nt	nt
CCN(CC)C(=O)CSc1nc(O)c(Cc2ccc(OC)cc2)c(=O)[nH]1	-2.6	-5%	0.1%	-4%	7%	6%	3%	i	13%
O=C(Cn1nc(Cc2cccnc2)c2ccccc2c1=O)Nc1cccnc1Cl	-2.0	3%	-0.9%	0%	4%	2%	-5%	i	7%
COCCNC(=O)C1(C)CCCN(C(=O)c2ccccc2)C1 (stereo not given)	0.1	-1%	-1.0%	nt	nt	nt	-4%	i	1%
CCS(=O)(=O)c1nc(S(=O)(=O)c2ccc(Cl)cc2)c(NCc2ccccn2)s1	-0.6	8%	0.2%	-3%	9%	-14%	-1%	i	3%
CCCc1nc(SCC(=O)NCC2CCCO2)c2c(=O)n(C)c(=O)n(C)c2n1 (stereo not given)	-2.5	4%	3.4%	3%	0%	-26%	7%	i	8%
CCOC(=O)c1ccc(Oc2ccc(C(F)(F)F)cn2)cc1	-0.6	18%	-0.3%	0%	-2%	-22%	0%[57.1 µM]	i	2%
COc1cccc(NC(=O)N2CCCC2C(=O)NC2CC2)c1 (stereo not given)	-0.2	3%	0.3%	-10%	-4%	13%	14%	i	4%
O=C(O)CC/C(=N\NC(=O)c1ccncc1)c1ccccc1	-2.4	-6%	0.0%	1%	0%	-2%	-4%	i	15%
S=C(NNC(=S)Nc1ccc(Cl)cc1)NNc1ccccc1	0.0	-11%	4.5%	nt	nt	nt	1%	i	2%
CCc1cccc(C)c1NC(=O)CSc1nnc(CCCOc2ccc(Cl)cc2Cl)n1C	-1.7	?	3.6%	0%	-14%	16µM*	7%	i	-6%

Source: PubChem
